Screening results from PubChem.
RORg inh: qHTS for inhibitors of ROR gamma transcriptional activity; Nuclear receptor ROR-gamma (Mus musculus), P51450; Drosophila S2 Gal4-RORgamma UAS-luciferase reporter, 20 h; Potency, µM (titrated, usually from 53.6 µM), for inactives: at the top dose activity change, negative = inhibition, actives largely listed as inhibitors; 5.4% of 310,000 active; AID 2551, 2010; also: potency is read from the fitted curve at half-maximal effect; % is scaled to controls: 0 for no effect and ±100 for the full control effect; nearly all actives have a fitted effect of over 60% in size
Target sequence (P51450 whole entry, looked up, the tested form may be a part): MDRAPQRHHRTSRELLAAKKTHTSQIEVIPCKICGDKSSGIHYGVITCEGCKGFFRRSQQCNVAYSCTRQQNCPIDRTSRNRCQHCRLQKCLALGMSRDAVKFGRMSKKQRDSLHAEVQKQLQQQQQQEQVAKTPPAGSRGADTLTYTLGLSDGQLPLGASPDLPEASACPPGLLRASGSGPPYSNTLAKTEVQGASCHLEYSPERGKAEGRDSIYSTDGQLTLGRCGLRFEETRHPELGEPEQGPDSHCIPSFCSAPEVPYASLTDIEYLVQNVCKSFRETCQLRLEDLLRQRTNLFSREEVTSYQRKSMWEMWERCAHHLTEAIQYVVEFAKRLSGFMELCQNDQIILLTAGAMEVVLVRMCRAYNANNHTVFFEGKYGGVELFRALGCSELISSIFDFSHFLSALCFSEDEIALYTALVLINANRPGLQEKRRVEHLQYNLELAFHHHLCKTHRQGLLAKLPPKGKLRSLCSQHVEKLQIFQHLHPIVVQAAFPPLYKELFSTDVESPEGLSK
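Luminescence from a UAS-regulated Photinus luciferase reporter in stably transfected Drosophila Schneider cells is measured; decreased signal marks ROR gamma inhibition. Fusion expression is induced by 700 uM copper sulfate for 20 hr.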
VP16 counter: VP16 counterscreen qHTS for inhibitors of ROR gamma transcriptional activity; AID 2546, 2010; Drosophila S2 Gal4-VP16 UAS-luciferase, luminescence, 20 h; Potency, µM (top dose mostly 53.6 µM), for the others: at the top dose activity, negative = inhibition, usual class: inhibitors; 3.5% of 310,000 active;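 also: Gal4-VP16 expression switched on by copper sulfate through the metallothionein promoter; potency is read from the fitted curve at half-maximal effect; % is scaled to controls: 0 for no effect and ±100 for the full control effect; nearly all actives have a fitted effect of over 50% in size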
NPC1 prom act: qHTS Assay for NPC1 Promoter Activators. Huh7 NPC1 promoter luciferase reporter, 24 h. 2.4% of 320,000 active. Potency, µM (top dose mostly 9.22 µM), without a hit: at the highest dose activation, hits mostly activators. AID 485313, 2010;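 also: potency is read from the fitted curve at half-maximal effect; % of control where 0% means no effect; nearly all actives have a fitted effect of over 60% in size; reporter is driven by a mutant NPC1 promoter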
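Readout is luciferase luminescence, reflecting NPC1 promoter activation in stably transfected Huh7 cells after 24 h compound exposure at 37 °C in reduced-serum medium with 10% FBS.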
KCNH2 3.1 block: qHTS for Inhibitors of KCHN2 3.1: Mutant qHTS; Potassium voltage-gated channel subfamily H member 2, brain isoform KCNH2 3.1 (human); U2OS KCNH2 3.1, thallium flux FluxOr; hits give low values; activity change, % (tested at about 1.8 µM); 0.95% of 340,000 active; AID 720553, 2013;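 active = maximum activity change below -70%; inconclusive = maximum activity change from -70% to -50%; inactive = maximum activity change above -50%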;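 also: thallium influx rate constant from kinetic fluorescence after stimulation buffer; % is scaled to controls: 0 for no effect and ±100 for the full control effect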
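We transduce U2OS cells with the mutant 3.1 virus, culture them overnight, load FluxOr with Red40 quencher for 45 min, then add stimulation buffer and read kinetically for 2 min to derive a normalized rate constant.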
MBNL1-CUG inh: qHTS Assay for Inhibitors of MBNL1-poly(CUG) RNA binding | Muscleblind-like protein 1 (Homo sapiens), Q9NR56 | TR-FRET MBNL1-His/biotin-(CUG)12 binding, 665/545 ratio | Potency, µM (series often up to 57.5 µM), inactives show top-dose activity change, negative = inhibition, hits mostly inhibitors | 0.036% of 280,000 active; active = well fitted inhibition curve with a large enough effect in the signal ratio, with a control signal flat, not every such curve was filed as active; inconclusive = small, poorly fitted or top-dose-only effect, or effect the other way, or a change in a side signal; inactive = no such curve, though single readings can be large or run the other way; the % refers to the signal ratio; also: potency is read from the fitted curve at half-maximal effect; % is scaled to controls: 0 for no effect and ±100 for the full control effect
Target sequence (Q9NR56 whole entry, looked up): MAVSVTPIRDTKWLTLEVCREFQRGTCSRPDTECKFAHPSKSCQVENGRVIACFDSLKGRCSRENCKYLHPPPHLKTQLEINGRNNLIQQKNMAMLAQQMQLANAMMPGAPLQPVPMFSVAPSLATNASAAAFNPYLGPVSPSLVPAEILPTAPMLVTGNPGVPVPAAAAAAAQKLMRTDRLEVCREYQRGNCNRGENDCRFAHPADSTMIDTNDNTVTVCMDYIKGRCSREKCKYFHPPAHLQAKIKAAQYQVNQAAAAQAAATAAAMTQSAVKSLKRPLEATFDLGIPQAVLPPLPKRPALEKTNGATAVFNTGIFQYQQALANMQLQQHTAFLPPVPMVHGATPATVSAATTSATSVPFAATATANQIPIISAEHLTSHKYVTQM
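Inhibition of protein-RNA binding appears as loss of TR-FRET between terbium anti-His antibody on MBNL1-His and streptavidin-XL665 on biotin-(CUG)12. Activity is normalized to buffer-only and uninhibited-complex controls.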
Mito fusion act: qHTS Assay for Small Molecule Inhibitors of Mitochondrial Division or Activators of Mitochondrial Fusion; S. cerevisiae fusion-defective mutant growth rescue, CellTiterGlo 48 h; Potency, µM (highest dose often 46.1 µM), for inactives: top-dose growth rescue (activation), actives largely listed as activators; 0.23% of 320,000 active; AID 485298, 2010;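 also: potency is read from the fitted curve at half-maximal effect; % of control where 0% means no effect; nearly all actives have a fitted effect of over 45% in size; temperature-sensitive fusion mutants such as fzo1-1 at 37 °C on non-fermentable ethanol glycerol medium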
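Yeast fusion mutant, YPEG (non-fermentable carbon), compound, 48 h at 37C non-permissive; CellTiterGlo added, 10 min RT, luminescence read. Rescued growth = division inhibition.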
Menin-MLL TR inh: qHTS Assay for Inhibitors Targeting the Menin-MLL Interaction in MLL Related Leukemias: Competition With Texas Red Labeled MLL-derived Mutant Peptide. O00255. Menin + Texas Red MLL mutant peptide, fluorescence polarization. Potency, µM (titrated, usually from 61.6 µM), inactives show top-dose FP activity change, negative = inhibition, hits mostly inhibitors. 0.23% of 270,000 active. AID 1768, 2009; active = well fitted inhibition curve with a large enough effect in the polarisation, with a control signal flat, not every such curve was filed as active; inconclusive = small, poorly fitted or top-dose-only effect, or effect the other way, or a change in a side signal; inactive = no such curve, though single readings can be large or run the other way; the % refers to the polarisation; also: potency is read from the fitted curve at half-maximal effect; % of control where 0% means no effect; many of its hits are not listed in these tables
PKM2 activator: qHTS Assay for Activators of Human Muscle isoform 2 Pyruvate Kinase; purified PKM2, Kinase-Glo ATP luminescence, activation; response scale: 0% is enzyme alone, no compound; Potency, µM (highest dose often 57.5 µM), inactives show at the top dose activation, hits mostly activators; AID 1631, 2009; 0.34% of 260,000 active; also: potency is read from the fitted curve at half-maximal effect; % is scaled to controls: 0 for no effect and ±100 for the full control effect; nearly all actives have a fitted effect of over 55% in size
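Kinase-Glo luminescence reports ATP generated from ADP (0.1 mM) and PEP (0.5 mM) by purified hPK-M2 after 1 h at room temperature, pH 7.2 imidazole buffer; intermediate enzyme activity allows detecting inhibitors and activators.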
FLuc counter: qHTS profiling assay for firefly luciferase inhibitor/activator using purifed enzyme and Km concentrations of substrates (counterscreen for miR-21 project) | purified FLuc, Km substrates, luminescence inhibition | 6.9% of 360,000 active | Potency, µM (titrated, usually from 57.5 µM), for inactives: top-dose activity change, negative = inhibition, usual class: inhibitors | AID 588342, 2011;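 also: potency is read from the fitted curve at half-maximal effect; plate controls were vehicle for no effect and reference inhibitor for full effect; nearly all actives have a fitted effect of over 55% in size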
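Purified P. pyralis luciferase, 10 nM final, with Km-level 10 uM D-luciferin and 10 uM ATP in 50 mM Tris acetate pH 7.5, 10 mM Mg acetate, 0.01% Tween-20, 0.05% BSA; 6-point qHTS titration about 60 µM downward; luminescence read.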
ELG1 DNA repair: qHTS screen for small molecules that inhibit ELG1-dependent DNA repair in human embryonic kidney (HEK293T) cells expressing luciferase-tagged ELG1. 2.3% of 330,000 active. HEK293T ELG1-luciferase reporter, luminescence, 16 h; DNA damage induced by 5-fluorouridine. Potency, µM (highest dose often 46.1 µM), without a hit: at the highest dose activity change, negative = inhibition, hits mostly inhibitors; also: potency is read from the fitted curve at half-maximal effect; % is scaled to controls: 0 for no effect and ±100 for the full control effect; nearly all actives have a fitted effect of over 55% in size
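DMSO vehicle served as the neutral condition. Each well held 2,000 cells given 5-fluorouridine plus compound; after 16 hr at 37 °C/5% CO2, ONE-Glo was added and luciferase measured 30 min later.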
Rab9 prom act: qHTS Assay for Rab9 Promoter Activators; Huh7 Rab9 promoter-luciferase reporter, luminescence, 24 h; Potency, µM (top dose mostly 9.22 µM), without a hit: top-dose activation, negative = inhibition, actives largely listed as activators; 2.8% of 320,000 active; also: potency is read from the fitted curve at half-maximal effect; % of control where 0% means no effect; nearly all actives have a fitted effect of over 60% in size
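Steps: seed 1500 Huh7 Rab9-luc cells per well, rest 2 h at 37 °C; add compound in DMSO; incubate 24 h; add luciferase reagent, 10 min ambient; read luminescence.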
Numbers without * were called inactive; [ ] = dose if it differs, or a comment. Unless noted, calls follow the shape of the dose curve; as a rule, active = well fitted curve in the direction sought with a large enough effect; inconclusive = small, poorly fitted or top-dose-only effect, or another doubt; inactive = no such curve, though single readings can be large; an effect the other way counts as inactive or inconclusive.

For CC(C)N(C(=O)COC(=O)CNS(=O)(=O)c1ccccc1F)c1ccccc1 the results were RORg inh inconclusive, VP16 counter -4%, NPC1 prom act 1%, KCNH2 3.1 block 2, MBNL1-CUG inh -3%, Mito fusion act 1%, Menin-MLL TR inh inconclusive, PKM2 activator 5%, FLuc counter -2%, ELG1 DNA repair 15% and Rab9 prom act 0%.
`O=C(c1ccc(OC2CCN(C(=O)c3cccnc3)CC2)cc1)N1CCCCCC1` gave RORg inh inconclusive, VP16 counter -26%, NPC1 prom act -9%, KCNH2 3.1 block 1, MBNL1-CUG inh -8%, Mito fusion act 2%, Menin-MLL TR inh -9%, PKM2 activator 3%, FLuc counter 2%, ELG1 DNA repair inconclusive and Rab9 prom act -8%.
For O=C(NCc1ccccc1)c1ccco1 the results were RORg inh -2%, VP16 counter -9%, NPC1 prom act -1%, KCNH2 3.1 block 2, MBNL1-CUG inh 2%, Mito fusion act -2%, Menin-MLL TR inh 11%, PKM2 activator 4%, FLuc counter 3%, ELG1 DNA repair 1% and Rab9 prom act -4%.
O=c1cc(CNc2ccc(Br)cc2)nc2sccn12 was read as RORg inh inconclusive, VP16 counter 4%, NPC1 prom act 11%, KCNH2 3.1 block 19, Mito fusion act 6%, Menin-MLL TR inh 17%, PKM2 activator 29%, FLuc counter inconclusive, ELG1 DNA repair inconclusive and Rab9 prom act 16%.
For COc1ccc(CC(=O)Nc2nnc(C)s2)cc1 the results were RORg inh -1%, VP16 counter -3%, NPC1 prom act 0%, KCNH2 3.1 block 5, MBNL1-CUG inh -3%, Mito fusion act -12%, PKM2 activator -6%, FLuc counter -3%, ELG1 DNA repair 14% and Rab9 prom act 3%.
`COc1cccc(N(CC(=O)Nc2ccc3c(c2)OCO3)S(=O)(=O)c2ccccc2)c1` gave RORg inh inconclusive, VP16 counter 20%, NPC1 prom act 11%, KCNH2 3.1 block 2, MBNL1-CUG inh 0%, Mito fusion act 3%, Menin-MLL TR inh inconclusive, PKM2 activator 7%, FLuc counter -2%, ELG1 DNA repair -22% and Rab9 prom act -14%.
Screening O=C(Nc1ccccc1)Nc1nnc(/C=C/c2ccccc2Cl)s1 returned RORg inh inconclusive, VP16 counter inconclusive, NPC1 prom act -3%, KCNH2 3.1 block -21, MBNL1-CUG inh -8%, Mito fusion act -5%, Menin-MLL TR inh -20%, PKM2 activator 1%, FLuc counter -3%, ELG1 DNA repair 17% and Rab9 prom act 1%.
Screening CCN(/N=C/c1cccs1)c1cc(=O)n(C)c(=O)[nH]1 returned RORg inh 37%, VP16 counter 4%, NPC1 prom act -3%, KCNH2 3.1 block -5, MBNL1-CUG inh inconclusive, Mito fusion act 1%, Menin-MLL TR inh -21%, PKM2 activator 22µM*, FLuc counter 2%, ELG1 DNA repair -1% and Rab9 prom act 0%.
Screening O=C(COC(=O)C12CC3CC(CC(C3)C1)C2)Nc1ncc(Cl)cc1Cl returned RORg inh inconclusive, VP16 counter -1%, NPC1 prom act -2%, KCNH2 3.1 block -12, MBNL1-CUG inh -4%, Mito fusion act 12%, PKM2 activator 3%, FLuc counter -11%, ELG1 DNA repair -5% and Rab9 prom act -1%.
For C[C@]1(CC/C(=C/CO)CO)[C@H](CO)CC[C@@]23COC(=O)C2=CCC[C@@H]31 the results were NPC1 prom act 1%, KCNH2 3.1 block 3, Mito fusion act 0%, FLuc counter 7%, ELG1 DNA repair inconclusive and Rab9 prom act 4%.
For Cc1cccc(-c2c(O)cc(=O)[nH]c2Cl)c1 the results were RORg inh 31%, VP16 counter -11%, NPC1 prom act -8%, Mito fusion act -1%, Menin-MLL TR inh 3%, PKM2 activator 1%, FLuc counter 2%, ELG1 DNA repair -4% and Rab9 prom act 1%.
Cc1ccc(OC(C)C(=O)N2CCc3ccccc32)cc1 (centres undefined) was read as RORg inh -10%, VP16 counter -2%, NPC1 prom act 1%, KCNH2 3.1 block 3, MBNL1-CUG inh -3%, Mito fusion act -5%, Menin-MLL TR inh -8%, PKM2 activator 1%, FLuc counter -2%, ELG1 DNA repair 28% and Rab9 prom act 21%.
`Cc1ccccc1Cn1ccc(NC(=O)c2nn3cccnc3c2Cl)n1` gave RORg inh 35%, VP16 counter -12%, NPC1 prom act 12%, KCNH2 3.1 block -5, MBNL1-CUG inh 10%, Mito fusion act -1%, Menin-MLL TR inh 16%, PKM2 activator 0%, FLuc counter 17µM*, ELG1 DNA repair inconclusive and Rab9 prom act 27%.
O=C(O)[C@@H](c1ccccc1)N1Cc2ccccc2C1=O was read as RORg inh 17%, VP16 counter -4%, NPC1 prom act 1%, KCNH2 3.1 block 19, MBNL1-CUG inh 40µM*, Mito fusion act 1%, Menin-MLL TR inh 0%[11.7 µM], PKM2 activator -18%, FLuc counter inconclusive, ELG1 DNA repair 16% and Rab9 prom act -9%.
For CCOc1ccc(S(=O)(=O)N(CC(=O)NCc2cccnc2)c2ccc(C)cc2)cc1 the results were RORg inh 20%, VP16 counter -1%, NPC1 prom act -4%, KCNH2 3.1 block -29, MBNL1-CUG inh 0%, Mito fusion act -4%, Menin-MLL TR inh -13%, PKM2 activator 1%, FLuc counter 1%, ELG1 DNA repair 0% and Rab9 prom act 0%.
For CCOc1ccc2nc(NCCCNC(=O)c3cc(OC)c(OC)c(OC)c3)c(C#N)cc2c1 the results were RORg inh -4%, VP16 counter 1%, NPC1 prom act -2%, KCNH2 3.1 block 3, MBNL1-CUG inh 7%, Mito fusion act -8%, PKM2 activator -14%, FLuc counter 0%, ELG1 DNA repair 6.5µM* and Rab9 prom act -4%.
For Cc1ccc(Cl)c(OCCCN(C)Cc2ccccc2)c1 the results were RORg inh -26%, VP16 counter -14%, NPC1 prom act -1%, KCNH2 3.1 block -10, MBNL1-CUG inh -12%, Mito fusion act 9%, Menin-MLL TR inh -11%, PKM2 activator 4%, FLuc counter -8%, ELG1 DNA repair 7% and Rab9 prom act -2%.
For COc1ccc(N(C(=O)c2cccc([N+](=O)[O-])c2)S(=O)(=O)c2ccc3c(c2)n(C)c(=O)n3C)cc1 the results were RORg inh inconclusive, VP16 counter inconclusive, NPC1 prom act 2%, KCNH2 3.1 block 5, MBNL1-CUG inh 12%, Mito fusion act -2%, Menin-MLL TR inh -1%, PKM2 activator 25%, FLuc counter 2%, ELG1 DNA repair -29% and Rab9 prom act 0%.
Screening OC(CNC1CCCC1)COCCOc1ccc(Br)cc1 (centres undefined) returned RORg inh 9%, VP16 counter -7%, NPC1 prom act 1%, KCNH2 3.1 block 13, MBNL1-CUG inh -1%, Mito fusion act -7%, PKM2 activator -3%, FLuc counter -1%, ELG1 DNA repair 5% and Rab9 prom act -3%.
For CS(=O)(=O)c1ccc(S(=O)CC(=O)Oc2ccc(Cl)cc2)c([N+](=O)[O-])c1 (centres undefined) the results were RORg inh 4µM*, VP16 counter -25%, NPC1 prom act -27%, KCNH2 3.1 block 17, MBNL1-CUG inh inconclusive, Mito fusion act 9%, Menin-MLL TR inh inconclusive, PKM2 activator 16%, FLuc counter -12%, ELG1 DNA repair inconclusive and Rab9 prom act -43%[inhibitor].

Not all compounds are listed, so the mix of outcomes need not match the whole.
